Compound activity: PubChem BioAssay, NCI
NCI-60 one-dose screen, 48 h, at 10 µM unless noted. Numbers give growth in % (100 = growth as untreated, 0 = no growth, -100 = all killed).
SK-OV-3: SK-OV-3 ovarian cancer cells; hit rate 3.2% among 80,000; AID 1794785
NCI/ADR-RES: NCI/ADR-RES ovarian cells. hit rate 4.4% among 81,000. AID 1794790
IGROV1: IGROV1 ovarian cancer; AID 1794786; hit rate 4.7% among 79,000
OVCAR-4: OVCAR-4 ovarian cancer cells; AID 1794784; hit rate 3.7% among 80,000
OVCAR-5: OVCAR-5 ovarian cancer. hit rate 2.9% among 82,000. AID 1794783
DU-145: DU-145 prostate cancer; AID 1794760; hit rate 4.2% among 81,000
OVCAR-8: OVCAR-8 ovarian cancer | hit rate 4.4% among 81,000 | AID 1794782
OVCAR-3: OVCAR-3 ovarian cancer | hit rate 7% among 79,000
* = called active by the depositor; · = no result given; & = joins results of further samples. How the source made its calls: active means growth percent below 10; inactive means the rest.

# | Structure | DU-145 | OVCAR-5 | OVCAR-8 | SK-OV-3 | OVCAR-3 | NCI/ADR-RES | OVCAR-4 | IGROV1
1 | FC(F)(F)c1ccc(-c2cnc(Cl)nc2NCCCC(F)(F)C(F)(F)C(F)(F)C(F)(F)C(F)(F)C(F)(F)C(F)(F)C(F)(F)F)cc1 | 111 | 102 | 118 | 83 | 97 | 94 | 97 | 109
2 | Cc1nc2sc(C(=O)Nc3cccc(Cl)c3)c(N)c2cc1C(O)c1ccccc1 (stereo not drawn) | 20 | 41 | 19 | 41 | 6.3* | 5.2* | 72 | 29
3 | Cc1ccc(CC(N)(C(=O)O)c2ccccc2)cc1 (stereo not drawn) | · | 113 | 116 | 103 | · | 114 | · | 101
4 | CSc1ncc(CO)c(N)n1 | 114 | 92 | 97 | 109 | 116 | 103 | 117 | 99
5 | CCOC(=O)c1c2c(cn1Cc1ccc(OC)cc1)-c1oncc1CC2 | 108 | 86 | 101 | 110 | 108 | 97 | 100 | 95
6 | O=C(OCC(O)CO)c1ccccc1Nc1ccnc2cc(Cl)ccc12 (stereo not drawn) | 94 | · | · | 99 | 101 | 86 | 106 | 114
7 | CN(C)C1CC(c2cccs2)(C2CCCCC2)CCC1=O (stereo not drawn) | 100 | 91 | 108 | 109 | 98 | 95 | 96 | 95
8 | O=C(CSc1nc2ccccc2c(=O)n1CCc1ccccc1)Nc1ccc(Cl)cc1C(=O)O | 116 | 111 | 101 | 100 | 106 | 106 | 98 | 101
9 | COc1cccc(C(=O)Nc2cccc(-c3cc(=O)c4ccccc4o3)c2)c1 | 57 | 91 | 17 | · | 60 | 36 | 18 | 99
10 | N#C/C(=C\NC(=S)Nc1ccc(S(=O)(=O)Nc2nccs2)cc1)C(=O)c1ccc2ccccc2c1 | 106 | 102 | 107 | 82 | 103 | 102 | 96 | 97
11 | O=C1NC(=S)S/C1=C\N1N=C(c2ccc(Cl)cc2)CC1c1ccc(F)cc1 (stereo not drawn) | 99 | 95 | 81 | · | 86 | 87 | 91 | 96
12 | Cc1ccc(S(=O)(=O)N2CCc3c([nH]c4ccccc34)[C@@H]2Cc2cnc[nH]2)cc1 | 94 | 94 | 82 | 95 | 87 | 83 | 80 | 71
13 | CN(CC1CCN(Cc2ccccc2)CC1)C(=O)c1cn(Cc2ccccc2Cl)nn1 | 106 | 100 | 103 | 103 | 98 | 95 | 99 | 125
14 | CCN(CC)c1nc(SCc2ccccc2Cl)ncc1C | 109 | 119 | 104 | 113 | 109 | 92 | 101 | 109
15 | COc1ccc(/C=C2\Oc3cc(OCCN4CCC(Cc5ccccc5)CC4)ccc3C2=O)cc1 | 106 | 98 | 93 | 95 | 100 | 87 | 88 | 89
16 | COc1ccc(N2CCN(/C(=N/c3sc(-c4ccccc4)nc3-c3ccccc3)c3ccc(C)cc3)CC2)cc1 | 105 | 91 | 96 | 111 | 104 | 110 | 77 | 109
17 | Cc1cc(C2(c3cc(C)c(O)c(CN(CC(=O)O)CC(=O)O)c3)OC(=O)c3ccccc32)cc(CN(CC(=O)O)CC(=O)O)c1O | 108 | 103 | 103 | 93 | 101 | 103 | 100 | 100
18 | CC(C)(C)N(Cc1ccccc1)Cc1ccccc1 | 116 | 126 | 105 | 107 | 113 | · | 110 | 99
19 | CS(=O)(=O)c1ccc(-c2nc3ccccn3c2C=Nc2ccccc2)cc1 | 106 | 105 | 101 | 100 | · | 106 | 104 | 102
20 | COc1cccc2nc(Nc3ccc(NC(=O)c4ccc5ncccc5c4)cc3)ccc12 | 90 | 99 | 72 | 86 | 105 | 86 | 90 | 105
21 | COc1ccc(-c2cn(-c3cc(OC)c(OC)c(OC)c3)c(=O)n2C(C)=O)cc1 | 106 | 84 | 95 | 104 | 109 | 98 | 85 | 78
22 | O=C(CNc1nc(-c2ccccc2)cs1)Nc1ccc(Cl)cc1 | -93* | -95* | -29* | -83* | -37* | -30* | -34* | -79*
23 | COC(c1ccc2c(c1)OCO2)C(C)Br (stereo not drawn) | 109 | 101 | 101 | 83 | 110 | 106 | 100 | 91
24 | CCOC(=O)c1c2c(c(C)n1C)-c1nn(C)cc1CC2 | 118 | · | 80 | 91 | 110 | · | 96 | 90
25 | CCOC(=O)c1nn(C2CCCCO2)c2ccc(NC(=O)CN3CCN=C3Cc3cccc4ccccc34)cc12 (stereo not drawn) | 106 | 98 | 101 | · | 100 | 104 | 94 | 96
26 | Nc1c(C(=O)Nc2cccc(Br)c2)sc2nc3c(cc12)C(O)CCC3 (stereo not drawn) | -0.2* | 60 | 31 | 22 | -18* | 24 | 66 | 28
27 | COc1ccc(C2CC(=O)Nc3nc(N)sc32)cc1 (stereo not drawn) | 101 | 101 | 99 | 98 | 98 | 101 | 99 | 101
28 | O=C(O)c1ccc(-c2nn(-c3ccc(C(F)(F)F)cc3)cc2CNc2cccc(Br)c2)cc1 | 98 | 108 | 80 | 133 | 95 | 91 | 94 | 98
29 | O=C(NCO)c1ccccc1O | 115 | 98 | 107 | 104 | 126 | 104 | 109 | 108
30 | CCCCCCCCCCCCCCCC(=O)N(CCC#N)c1ccc(N(CCC#N)C(=O)CCCCCCCCCCCCCCC)cc1 | 122 | 105 | 97 | 106 | 126 | 108 | 95 | 94

The list goes on.
# | Structure | DU-145 | OVCAR-5 | OVCAR-8 | SK-OV-3 | OVCAR-3 | NCI/ADR-RES | OVCAR-4 | IGROV1
31 | CC1(C)CC(=O)C2=C(C1)N(CCc1ccc(S(N)(=O)=O)cc1)C1=C(C(=O)CC(C)(C)C1)C2c1ccc(Br)cc1 | 111 | 100 | 100 | 81 | · | 101 | 97 | 94
32 | O=C(c1ccccc1)c1ccccc1-c1ccccc1 | 51 | 53 | 37 | 24 | 13 | -24* | 83 | 42
33 | CC(=O)C1=C(C)NC(SCc2nnc(-c3ccc(Cl)cc3)o2)=NC1c1ccc(Cl)cc1 (stereo not drawn) | 104 | 98 | 85 | 92 | 99 | 93 | 95 | 77
34 | O=C(CC1C(=O)N(C2CCCCC2)c2nc3ccccc3n21)Nc1ccc(Cl)cc1 (stereo not drawn) | 109 | 91 | 87 | 66 | 100 | 93 | 92 | 85
35 | COc1cc(NC(=O)CC(C)=O)c(OC)cc1Cl | 105 | 98 | 102 | 104 | 109 | 107 | 109 | 97
36 | Cc1nn(-c2ccccc2)c2nc3c(c(-c4ccc(Cl)cc4)c12)CNC1(N3)C(=O)N(C)c2ccccc21 (stereo not drawn) | 102 | 100 | 106 | 100 | 85 | 99 | 90 | 103
37 | O=C(O)CSCC(=O)Nc1cc(C(F)(F)F)cc(C(F)(F)F)c1 | 109 | 110 | 111 | 105 | 102 | 105 | 114 | ·
38 | CCOC(=O)C1(CC)C(=O)C(=O)N(c2ccccc2)C1c1ccccc1 (stereo not drawn) | 108 | 112 | 106 | 110 | 108 | 104 | 93 | ·
39 | CC1=CC(C)(C)NC(=S)N1c1ccccc1 | 104 | 101 | 106 | 108 | 100 | 104 | 110 | 108
40 | CSc1nccc(C2=CNN=C(N)S2)n1 | 99 | 93 | 99 | 93 | 72 | 90 | 105 | 87
41 | Clc1cncc(Nc2ncnc3ccc(-c4cccc(-c5nn[nH]n5)c4)cc23)c1 | 99 | 104 | 103 | 95 | 105 | 101 | 96 | 105
42 | C=C(C)[C@@H]1CC[C@]2(C)CC[C@]3(C)[C@H](CC[C@@H]4[C@@]5(C)C/C(=C/c6cccnc6)C(=O)C(C)(C)[C@@H]5CC[C@]43C)[C@@H]12 | 120 | 105 | 95 | 108 | 105 | 97 | 102 | 101
43 | O=C(/C=C/c1cc2ccccc2[nH]c1=O)c1ccc(Nc2nccc(-c3ccc4ccccc4c3)n2)cc1 | 108 | 101 | 103 | 108 | 110 | 99 | 104 | 101
44 | CC(C)(C)[Si](C)(C)OCC1OC(n2cnc3c(N)ncnc32)C(O)C1O (stereo not drawn) | 109 | · | 100 | 82 | 106 | 107 | 113 | 108
45 | COC(=O)C1=C(C(C)=O)C(c2cccc(Cl)c2)c2c(nc(C)[nH]c2=O)O1 (stereo not drawn) | 117 | 114 | 104 | 108 | 115 | 110 | · | 116
46 | Cc1csc(-c2nnn(-c3ccccc3)c2N)n1 | 108 | 109 | 91 | 91 | 106 | 101 | 80 | 107
47 | COC(=O)c1c[nH]c2cc(OC(C)C)c(OC(C)C)cc2c1=O | 110 | 106 | 59 | 55 | 113 | 101 | 109 | 139
48 | COc1cccc2c1nc1n2C(c2c(F)cccc2Cl)SC1 (stereo not drawn) | 93 | 86 | 91 | 105 | 94 | 71 | 81 | 34
49 | COC(=O)c1c(C(=O)OC)c2n(CC(=O)Nc3cccc4cccnc34)c3ccccc3n2c1C(=O)c1ccc(-c2ccccc2)cc1 | 102 | 99 | 99 | 96 | 97 | 95 | 101 | 101
50 | CCOC(=O)C1=CSC2=NC3=C(CCCC/C3=C\c3cc(OC)c(OC)c(OC)c3)C(c3cc(OC)c(OC)c(OC)c3)N12 (stereo not drawn) | 100 | 97 | 71 | 87 | 74 | 68 | 57 | 78
51 | O=c1c2c3c(sc2n2c(CCl)nnc2n1Cc1ccccc1)CCCC3 | -12* | -59* | 7.5* | 103 | -98* | 19 | -99* | -43*
52 | Cn1c(N2CCN(C(=O)c3ccc(Cl)cc3)CC2)nc(-c2ccccc2)cc1=O | 102 | 92 | 95 | 96 | 102 | 93 | 89 | 86
53 | N#Cc1ccc2c(c1)N(CCCN1CCC(O)CC1)c1ccccc1S2 | 106 | 74 | 96 | 89 | 105 | 82 | 92 | 80
54 | O=C(O)c1ccccc1-c1ccccc1 | 108 | 97 | 97 | 112 | 110 | 105 | 93 | 120
55 | COc1ccc(-c2nn3c(-c4ccccc4F)nnc3s2)cc1 | 72 | 81 | 68 | 84 | 50 | 21 | 82 | 57
56 | O=[N+]([O-])c1cccc(C2CC(c3ccccc3)=Nc3ccccc3S2)c1 (stereo not drawn) | 90 | 109 | 62 | 98 | 88 | 98 | 82 | 92
57 | CCCC1CCC(=C2C(=O)CCC2=O)O1 (stereo not drawn) | 92&102 | 97&97 | 112 | 110&104 | 94&101 | 106&108 | 98 | 121
58 | COc1ccc2nc3cc(Cl)ccc3c(Cl)c2c1 | 104&96 | 99&112 | 88&101 | 100&96 | 115&114 | 78&99 | 103 | 112&98
59 | COc1ccc(C2CC(C)=NN2C(N)=S)cc1 (stereo not drawn) | 100 | 106 | 95 | 124 | 105 | 101 | 77 | 96
60 | Cc1ccc(S(=O)(=O)N(CCCc2c(C)nc(N)[nH]c2=O)c2ccccc2)cc1 | 107 | 96 | 100 | 98 | 96 | 111 | 96 | 89

Reformatted screen by screen: part of the list above.
#45 COC(=O)C1=C(C(C)=O)C(c2cccc(Cl)c2)c2c(nc(C)[nH]c2=O)O1 (stereo not drawn)
#46 Cc1csc(-c2nnn(-c3ccccc3)c2N)n1
#47 COC(=O)c1c[nH]c2cc(OC(C)C)c(OC(C)C)cc2c1=O

screen / no.,45,46,47
DU-145,117,108,110
OVCAR-5,114,109,106
OVCAR-8,104,91,59
SK-OV-3,108,91,55
OVCAR-3,115,106,113
NCI/ADR-RES,110,101,101
OVCAR-4,·,80,109
IGROV1,116,107,139

(listing goes on)
# | Structure | DU-145 | OVCAR-5 | OVCAR-8 | SK-OV-3 | OVCAR-3 | NCI/ADR-RES | OVCAR-4 | IGROV1
61 | COc1ccccc1NC(=O)Nc1cc(C(C)C)ccc1C | 105 | 96 | 97 | 104 | 155 | 103 | 107 | 95
62 | CN(C)c1ccc(/C=C2\CCC/C(=C\c3ccc(N(C)C)cc3)C2=O)cc1 | 106 | 106 | 108 | 93 | 97 | 99 | 103 | 104
63 | Oc1cc(CNC2CCCCC2)c(O)cc1CNC1CCCCC1 | · | 100 | 97 | 98 | 84 | 97 | 99 | 97
64 | NC(N)=Nc1cccc2ccccc12 | 108 | 103 | 91 | 84 | 105 | 100 | 127 | 102
65 | C/C(=N\NC(=O)Nc1ccc(C(F)(F)F)c(Cl)c1)c1nnn(-c2ccc(Cl)cc2)c1C | 104 | 101 | 99 | 97 | · | 100 | 99 | 95
66 | N#C/C(=C\c1c(O)ccc2ccccc12)c1ccc([N+](=O)[O-])cc1 | 64 | 95 | 97 | 93 | 69 | 115 | · | 78
67 | CCOC(=O)c1cc(-c2ccccc2)[nH]c1NNC(=O)CCOC | 96 | 99 | 105 | 110 | 90 | 118 | 126 | 36
68 | CCOC(=O)c1ccc(S(=O)(=O)N(C)c2oc(-c3cccc4ccccc34)nc2C#N)cc1 | 112 | 103 | 109 | 103 | 106 | 115 | 106 | 109
69 | CC1=CC(=O)CC(c2ccccc2)C1 (stereo not drawn) | 102&111 | 103&101 | 111&104 | 106&100 | 99&110 | 105&100 | 131&124 | 108&102
70 | CN(C)c1c(-c2ccccc2)cc(-c2ccccc2)[nH]c1=O | 111 | 98 | 87 | 108 | 111 | 100 | 81 | 125
71 | CC1([N+](=O)[O-])COCOC1 | 108 | 102 | 108 | 109 | 100 | 106 | 105 | 103
72 | CC(=O)N(c1ccccc1)C1CCC2(C)C(=CCC3C2CCC2(C)C(C(C)CCCC(C)C)CCC32)C1 (stereo not drawn) | 110 | 102 | 101 | 103 | 110 | 104 | 100 | 90
73 | O=C(O)c1cccc(Cl)n1 | 109 | 105 | 103 | 106 | · | 102 | 105 | 100

Profiles as entered above:
N#C/C(=C\c1c(O)ccc2ccccc12)c1ccc([N+](=O)[O-])cc1 in the list: DU-145: 64; OVCAR-5: 95; OVCAR-8: 97; SK-OV-3: 93; OVCAR-3: 69; NCI/ADR-RES: 115; OVCAR-4: ·; IGROV1: 78
Oc1cc(CNC2CCCCC2)c(O)cc1CNC1CCCCC1 in the list: DU-145: ·; OVCAR-5: 100; OVCAR-8: 97; SK-OV-3: 98; OVCAR-3: 84; NCI/ADR-RES: 97; OVCAR-4: 99; IGROV1: 97
